TNF death inh: inhibitors of TNF-alpha induced necroptosis in Jurkat FADD-/- cells. 220,000 tested, 0.068% active. Jurkat FADD-/- TNF necroptosis rescue, ATP luminescence, 24 h; 0 = TNF only, 100 = no-TNF cells. activation (protection from cell death), % at 10 µM;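 active = activation, meaning protection from cell death, of at least 50% relative to plate controls; inactive = activation below 50%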;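 also: necroptosis triggered by 40 ng/mL TNF-alpha added together with compound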
TRPML3 agonist: agonists of human TRPML3 channel | 220,000 tested, 0.29% active | HEK293 TRPML3-YFP, Fluo-8 calcium fluorescence; 100% = the carbachol control signal | Q8TDD5 | activation, % at 3 µM;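 active = activation above its plate's cutoff, the mean activation of the plate's test wells plus 3 SD, cut at about 12% in these data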;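 also: 0% = DMSO only wells and 100% = carbachol wells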
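Material: HEK293 cells stably carrying human TRPML3-YFP; compound dosing: single dose, 3 µM final nominal compound, 0.3% DMSO final; incubation: 1-h 37 °C dye load, 5-s basal, 120-s post-compound reads; technique: Fluo-8 intracellular calcium fluorescence, excitation 470-495 nm, emission 515-575 nm; read-out basis: percent activation from peak-to-basal fluorescence ratio, scaled between DMSO and carbachol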
TRPN1 ag: agonists of zebrafish TRPN1 channel. HEK293 zebrafish TRPN1-YFP, Fluo-8 calcium fluorescence; 100% = response to 87 µM carbachol. 220,000 tested, 0.18% active. activation, % at 3 µM;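 active = activation above its plate's cutoff, the mean activation of test wells on that plate plus 3 SD, cut at about 19% in these data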;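 also: 0% = DMSO alone and 100% = 87 µM carbachol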
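Material: zebrafish TRPN1-YFP in HEK293 cells. Doses: one dose of 3 µM, 0.3% DMSO. Incubation: dye 1 h 37 °C plus 30 min RT. Measured by: intracellular calcium fluorescence with Fluo-8.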
Wee1 stabilizer: human Wee1 degradation inhibition, primary screen | HeLa Luc-Wee1K328M stability, luciferase luminescence; 100% = proteasome inhibitor MG132 effect | reporter increase, % at 5 µM | 220,000 tested, 1.2% active | AID 1321;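 active = activation above the mean of all tested compounds plus 3 SD, set per screening run, cut at about 8.8% in these data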;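 also: cells exposed to compound for 20 h before luminescence read; 0% = DMSO alone and 100% = MG132 at 30 µM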
Target sequence (P30291 whole entry K328M): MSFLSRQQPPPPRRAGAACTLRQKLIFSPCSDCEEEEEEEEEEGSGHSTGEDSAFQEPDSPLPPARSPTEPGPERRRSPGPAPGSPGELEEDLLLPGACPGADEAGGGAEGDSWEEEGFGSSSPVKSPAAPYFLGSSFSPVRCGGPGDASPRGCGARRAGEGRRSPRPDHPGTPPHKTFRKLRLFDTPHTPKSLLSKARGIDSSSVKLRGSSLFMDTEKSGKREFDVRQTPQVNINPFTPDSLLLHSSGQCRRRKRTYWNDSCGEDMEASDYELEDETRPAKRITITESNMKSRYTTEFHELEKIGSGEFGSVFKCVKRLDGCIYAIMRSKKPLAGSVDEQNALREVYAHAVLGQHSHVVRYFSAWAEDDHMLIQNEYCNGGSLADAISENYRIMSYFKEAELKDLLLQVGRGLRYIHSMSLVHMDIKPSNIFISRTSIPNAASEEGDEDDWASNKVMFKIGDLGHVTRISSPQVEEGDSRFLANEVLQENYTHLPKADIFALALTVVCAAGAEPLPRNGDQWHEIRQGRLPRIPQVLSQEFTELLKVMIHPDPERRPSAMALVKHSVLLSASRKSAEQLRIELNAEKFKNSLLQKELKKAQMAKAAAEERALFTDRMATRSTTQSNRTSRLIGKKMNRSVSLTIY
BaF3 tox: reduces parental Ba/F3 cell viability, JAK2V617F counter-screen; CellTiter-Glo ATP luminescence; inhibition, % at 5.6 µM; 220,000 tested, 1.1% active; AID 1486;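 active = inhibition above a per-campaign cutoff, the mean inhibition of all tested compounds plus 3 SD, cut at about 27% in these data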;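 also: 0% = DMSO wells and 100% = JAK Inhibitor I control wells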
Ba/F3 V617F tox: lowers viability of Ba/F3 cells expressing EpoR and JAK2V617F; ATP luminescence; inhibition, % at 5.6 µM; 220,000 tested, 1.1% active;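 active = inhibition above the campaign mean plus 3 SD over all tested compounds, cut at about 24% in these data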;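 also: cytokine-independent growth of Ba/F3 cells driven by EpoR plus mutant JAK2; 0% = DMSO-treated cells and 100% = JAK inhibitor I control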
CHOP inh: inhibitors of CHOP induction in ER stress response; CHO-K1 CHOP-promoter luciferase, tunicamycin-induced, 15-18 h; inhibition, % at 10 µM; 220,000 tested, 3.8% active; AID 2732;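 active = compounds that reduced the stress-induced luciferase reporter signal by more than about 70% of percent inhibition, limit read from the data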;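 also: 0% = tunicamycin plus vehicle and 100% = wells without tunicamycin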
RBBP9 inhibitor: inhibitors of human serine hydrolase RBBP9. 220,000 tested, 0.2% active. O75884. AID 1515. recombinant RBBP9, FP-Rh probe fluorescence polarization. inhibition, % at 7.94 µM;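 active = inhibition above the campaign mean of all tested compounds plus 3 SD, cut at about 14% in these data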;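 also: plate controls were DMSO wells with RBBP9 for no effect and wells lacking RBBP9 protein for full effect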
Target sequence (O75884 whole entry, looked up): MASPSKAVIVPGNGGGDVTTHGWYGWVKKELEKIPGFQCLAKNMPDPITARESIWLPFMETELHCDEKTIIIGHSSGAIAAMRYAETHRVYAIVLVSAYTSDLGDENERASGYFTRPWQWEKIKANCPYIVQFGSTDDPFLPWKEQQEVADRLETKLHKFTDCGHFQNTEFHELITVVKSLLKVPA
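System: RBBP9 protein / Quantity: 2.5 µM RBBP9 dispensing solution, before mixing / Also added: Serine-hydrolase probe FP-Rh, 375 nM pre-mixing / Dosing: 7.94 µM single dose, 0.794% DMSO / Timing: enzyme-compound preincubation 30 min, then probe labeling 45 min, 25 °C / Signal: FP readout at 525/598 nm / Controls: DMSO-treated enzyme wells and wells lacking RBBP9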
PPC-1+TRAIL kill: compounds killing PPC-1 cancer cells with TRAIL present (potentiator screen, no TRAIL-free arm); 220,000 tested, 0.41% active; cell killing (% activity), % at 4 µM; PPC-1 cells + TRAIL, ATPLite viability luminescence;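 active = cell killing above 50% in the first pass at 4 µM, then a duplicate retest at 5 µM averaging 50% or more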;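 also: plate controls were cells with TRAIL plus DMSO for no effect and medium-only wells lacking cells for full effect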
Starred values were filed as active, the others as inactive; x = not tested or not shown.

A first look, two compounds:
Second line of a record – TNF death inh, TRPML3 agonist, TRPN1 ag, Wee1 stabilizer, BaF3 tox, Ba/F3 V617F tox, CHOP inh, RBBP9 inhibitor, PPC-1+TRAIL kill
COc1cccc(C2[C@H](C)C3(CCN2C)OCCO3)c1 (some centres undefined)
    2.7, 0.7, 0.5, 2, 5, -3, 0, -1, 17
CC1(C(=O)NCc2cc(F)cc(C(F)(F)F)c2)C=CC2(CCCCC2)N1C(=O)c1ccccc1 (centres undefined)
    0.4, 0.2, 0.8, 1, 1, -1, 38, -11, 10

All compounds of this part (from the top)
Second line of a record – TNF death inh, TRPML3 agonist, TRPN1 ag, Wee1 stabilizer, BaF3 tox, Ba/F3 V617F tox, CHOP inh, RBBP9 inhibitor, PPC-1+TRAIL kill
COc1cccc(C2[C@H](C)C3(CCN2C)OCCO3)c1 (some centres undefined)
    2.7, 0.7, 0.5, 2, 5, -3, 0, -1, 17
CC1(C(=O)NCc2cc(F)cc(C(F)(F)F)c2)C=CC2(CCCCC2)N1C(=O)c1ccccc1 (centres undefined)
    0.4, 0.2, 0.8, 1, 1, -1, 38, -11, 10
Cc1cc(C)nc(/N=C(\NC(=O)C(C)(C)C)Nc2ccccc2)n1
    3.1, 0.6, -0.4, -1, -5, -3, -22, -4, 5
CCc1nc2sc3c(Cl)ncnc3c2c2c1CCCC2
    -16, 1.0, 1.6, 1, -3, -3, -17, -4, 6
O=c1cnn(-c2ccccc2)c(-c2ccccc2)c1
    -0.5, 0.1, -0.3, -1, 5, 2, -18, 5, 5
COC(=O)C(Cc1ccccc1)NC(=O)CSc1nc(C)cc(=O)[nH]1 (centres undefined)
    0.3, 0.5, 1.4, -4, 5, -2, 1, -11, 15
CC(=O)NCCC(=O)N1CCc2c([nH]c3ccccc23)C1c1cccc(C)c1 (centres undefined)
    -1.2, 0.1, 1.1, 3, 7, -2, -22, -2, 10
COc1ccc(-c2coc3cc(OC)cc(O)c3c2=O)cc1
    -1.1, 0.4, 0.8, 2, 3, -2, 22, 1, 30
Cc1cc(C)nc(SCc2ccc(C(=O)NN=C3CCCC3)cc2)n1
    3.2, -0.2, -0.5, 2, 3, -1, -14, -10, 9
COc1ccc(N2CCN(C(=O)Cn3cnc4c3c(=O)n(C)c(=O)n4C)CC2)cc1
    1.5, 1.3, 0.0, 1, 6, 3, 0, 7, 11
CCOc1ccc(CC2S/C(=N/N=C/c3ccco3)NC2=O)cc1 (centres undefined)
    1.1, 1.0, 1.3, 1, 5, 0, 5, 2, 23
COc1cccc(-n2nnnc2SCC(=O)c2ccc(NC(C)=O)cc2)c1
    0.0, 0.4, -0.1, 3, 4, -1, 28, -5, -15
Cc1csc(NC(=O)CN2C(=O)C3CC=CCC3C2=O)n1 (centres undefined)
    1.2, 0.5, 2.0, 7, 2, -4, -25, -7, 3
COc1ccc(-n2c(C)cc(C(=O)Cn3nc(C(=O)O)c4ccccc4c3=O)c2C)cc1
    0.5, -0.1, -0.9, 3, 4, -4, 42, -12, 27
CCC1=C(OC(=O)c2ccccc2)C(C)(C)C(c2ccccc2)OC1=O (centres undefined)
    -1.8, 1.2, -1.9, -2, 4, 1, 93*, -7, -8
Cc1ccc(C(=O)COC(=O)CNC(=O)C(c2ccccc2)c2ccccc2)cc1[N+](=O)[O-]
    -1.2, 0.9, -0.5, -1, -3, -3, 50, 6, 27
Cc1ccc(-n2nc(C)c3c2OC(N)=C(C#N)C3c2ccc(C)o2)cc1 (centres undefined)
    -3.2, 0.5, 0.3, -1, 4, -2, 26, -8, 11
Cc1[nH]c2ccccc2c1C(=O)COc1ccccc1
    0.7, 0.7, 1.0, 0, 8, 3, -15, -5, 17
Cc1nn(-c2ccccn2)c2c1-c1nc(N3CCOCC3)ncc1CC2
    -0.8, -0.2, 0.4, 2, 7, -1, 32, -7, 18
CN(C)CC(C(=O)c1ccccc1)c1ccccc1 (centres undefined)
    -27, -0.1, 0.5, 0, -1, -1, x, -13, 27
O=C1CCCN1CCCNc1ncnc2c1cnn2-c1ccc(Cl)cc1
    -4.7, 2.6, 5.1, -1, 3, 3, 29, -10, 10
C=CC1=C(C(=O)O)N2C(=O)C(NC(=O)Cc3ccccc3)C2SC1 (centres undefined)
    0.8, 0.7, -1.4, -3, 2, -2, 14, 7, 22
CC(C)(C)C(=O)COC(=O)C1CC(=O)N(c2ccccc2)C1 (centres undefined)
    -0.3, 0.9, 1.6, -1, 3, 4, 7, -6, 8
CC(=O)Nc1ccc(OS(=O)(=O)c2cc(Cl)ccc2C)cc1
    2.0, 1.4, 0.8, -1, 8, 1, 16, -11, 11
CN(CC(=O)Nc1ccccc1C(=O)N1CCCC1)S(=O)(=O)c1ccc(Cl)cc1
    -0.1, 0.6, -0.9, 1, -3, -6, 4, 6, -21
O=C(Nc1nccs1)C1CCN(S(=O)(=O)c2cnc[nH]2)CC1
    1.0, 0.5, -1.0, 0, 10, 2, -1, -4, -18
CC(NC(=O)/C=C/c1ccco1)c1nc2ccccc2n1Cc1c(Cl)cccc1Cl (centres undefined)
    -0.6, -0.7, 1.6, 0, 3, -2, 56, -9, 9
NC(=O)c1ccccc1Nc1nc2nc3ccccc3c(=O)n2cc1Br
    -2.5, -1.2, 0.1, -1, 5, -7, -28, -9, 20
Cc1ccc(-c2csc(CC(N)=O)n2)cc1
    -2.0, 0.5, 0.4, 2, 7, 0, -2, -11, 15
Cc1ccc(OCCCNC2CCCC2)cc1
    2.5, 0.8, -0.6, 4, 4, 0, 17, -6, 20
Cc1cc(C)n(-c2nc(N(C)C)nc(N(C)C)n2)n1
    -0.8, -0.3, -0.5, 0, 1, -3, 25, 6, 29
Cn1cccc1/C=C1\SC(=S)N(Nc2ccccc2)C1=O
    2.3, -0.6, -0.1, -2, 1, 2, -6, -10, 20
Cn1c(-c2sc3ccccc3c2Cl)n[nH]c1=S
    -1.0, 0.2, -1.0, -2, 7, 1, 38, -6, 3
O=C(CN(C(=O)CCC(=O)Nc1nccs1)c1cccc(F)c1)NCC1CCCO1 (centres undefined)
    -0.9, 1.2, 0.5, 2, -2, -1, 31, -8, 21
Cc1nn(CCC#N)c2nc(-c3ccccc3)cc(C(F)(F)F)c12
    0.5, 0.1, -0.2, -1, -1, -4, 106*, -2, 40
O=C(NNC(=O)c1cccc(Br)c1)Nc1ccc(Cl)cc1
    1.2, 0.4, 2.9, -2, 8, 0, 25, 4, 9
COc1cccc(-n2nnnc2SCC(=O)NCc2ccc3c(c2)OCO3)c1
    -2.4, -0.4, -2.2, -2, 3, -1, -5, 10, 17
Cn1c(=O)c(=O)n(C)c2cc(S(=O)(=O)NCCc3ccccc3)ccc21
    0.3, 0.1, -0.1, 0, 3, 6, 25, 3, 5
O=C(Nc1cc2c(cc1Cl)OCCCO2)c1ccco1
    0.7, 0.9, -0.1, 2, -3, -5, -63, -5, 2
O=C(NCCCN1CCCC1=O)C1CCN(S(=O)(=O)N2CCOCC2)CC1
    -1.8, -0.3, -0.9, 2, -1, -4, -13, -1, 11
Cn1c(=O)[nH]c(=O)c2c1nc(SCCN1CCOCC1)n2CCCc1ccccc1
    -0.8, -0.3, 1.2, 3, 7, -1, 7, -10, 16
Cc1ccc(C(=O)N2C(=S)C(c3ccc(F)cc3)=NC23CCN(C)CC3)cc1
    -1.4, 1.0, 0.3, -1, 2, -5, 98*, -10, 11
CCN(C(=O)c1ccc2c(Cl)c3c(nc2c1)CCC3)c1cccc(C)c1
    3.1, -0.7, -1.1, -2, 7, -1, 48, -8, -36
O=C(COC(=O)c1cccc(Cl)c1Cl)NCCN1C(=O)CSC1=O
    1.0, 0.3, -0.3, 0, 4, -2, 6, -2, 26
Cc1sc(NC(=O)c2ccco2)c(C(c2cccnc2)N2CCN(CCO)CC2)c1C (centres undefined)
    1.0, 0.8, -0.4, 6, 1, -3, 36, -10, 9

Ordered by formula weight (descending): part of the list above.
Second line of a record – TNF death inh, TRPML3 agonist, TRPN1 ag, Wee1 stabilizer, BaF3 tox, Ba/F3 V617F tox, CHOP inh, RBBP9 inhibitor, PPC-1+TRAIL kill
Cc1sc(NC(=O)c2ccco2)c(C(c2cccnc2)N2CCN(CCO)CC2)c1C (centres undefined)
    1.0, 0.8, -0.4, 6, 1, -3, 36, -10, 9
Cn1c(=O)[nH]c(=O)c2c1nc(SCCN1CCOCC1)n2CCCc1ccccc1
    -0.8, -0.3, 1.2, 3, 7, -1, 7, -10, 16
O=C(NCCCN1CCCC1=O)C1CCN(S(=O)(=O)N2CCOCC2)CC1
    -1.8, -0.3, -0.9, 2, -1, -4, -13, -1, 11
COc1cccc(-n2nnnc2SCC(=O)NCc2ccc3c(c2)OCO3)c1
    -2.4, -0.4, -2.2, -2, 3, -1, -5, 10, 17
Cc1ccc(C(=O)N2C(=S)C(c3ccc(F)cc3)=NC23CCN(C)CC3)cc1
    -1.4, 1.0, 0.3, -1, 2, -5, 98*, -10, 11
O=C(COC(=O)c1cccc(Cl)c1Cl)NCCN1C(=O)CSC1=O
    1.0, 0.3, -0.3, 0, 4, -2, 6, -2, 26
Cn1c(=O)c(=O)n(C)c2cc(S(=O)(=O)NCCc3ccccc3)ccc21
    0.3, 0.1, -0.1, 0, 3, 6, 25, 3, 5
O=C(NNC(=O)c1cccc(Br)c1)Nc1ccc(Cl)cc1
    1.2, 0.4, 2.9, -2, 8, 0, 25, 4, 9
Cc1nn(CCC#N)c2nc(-c3ccccc3)cc(C(F)(F)F)c12
    0.5, 0.1, -0.2, -1, -1, -4, 106*, -2, 40
Cn1cccc1/C=C1\SC(=S)N(Nc2ccccc2)C1=O
    2.3, -0.6, -0.1, -2, 1, 2, -6, -10, 20
O=C(Nc1cc2c(cc1Cl)OCCCO2)c1ccco1
    0.7, 0.9, -0.1, 2, -3, -5, -63, -5, 2
Cn1c(-c2sc3ccccc3c2Cl)n[nH]c1=S
    -1.0, 0.2, -1.0, -2, 7, 1, 38, -6, 3

Screening data: PubChem BioAssay, several laboratories
